Source: PubChem (National Center for Advancing Translational Sciences (NCATS))
AMA1 RON2 block: inhibitors of Plasmodium falciparum AMA1-RON2 interaction; AlphaScreen AMA1-biotinylated RON2 peptide binding; Potency, µM (highest dose often 58.2 µM), without a hit: at the top dose activity change, negative = inhibition, actives largely listed as inhibitors; hit rate 0.2% among 360,000;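 further: potency means the concentration at half of the fitted maximal effect; 0% = vehicle wells and -100% = peptide control; nearly all actives have a fitted effect of over 45% in size; some results filed as inactive show a strong effect at the top dose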
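AMA1 (3D7) with his tag at 25 nM final met compounds first, then biotinylated RON2 peptide at 25 nM; detection used donor plus acceptor beads, 10 µg/mL apiece, read by AlphaScreen after 30 min at room temperature.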
TbPYK inhibitor: inhibitors of Trypanosoma brucei pyruvate kinase. Potency, µM (series often up to 76.8 µM), for the others: at the highest dose activity, negative = inhibition, hits mostly inhibitors. hit rate 0.12% among 410,000. AID 624173. TbPYK enzyme, Kinase-Glo Plus ATP luminescence, 45 min. Q57TT1; further: potency means the concentration at half of the fitted maximal effect; nearly all actives have a fitted effect of over 50% in size
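Luminescent Kinase-Glo Plus end-point after 45 min room-temperature reaction of T. brucei pyruvate kinase started with 130 uM ADP (final). Buffer TEA 50 mM pH 7.2 with KCl, MgCl2, BSA, Tween-20; titration-based qHTS with fitted concentration-effect curves.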
LmPK inh: LmPK (Leishmania mexicana) enzyme inhibition; Q27686; purified LmPK, Kinase-Glo ATP luminescence, 1 h; Potency, µM (doses to about 57.5 µM), for the others: top-dose activity change, negative = inhibition, hits mostly inhibitors; hit rate 0.37% among 290,000; further: potency means the concentration at half of the fitted maximal effect
Target sequence (Q27686 whole entry, looked up): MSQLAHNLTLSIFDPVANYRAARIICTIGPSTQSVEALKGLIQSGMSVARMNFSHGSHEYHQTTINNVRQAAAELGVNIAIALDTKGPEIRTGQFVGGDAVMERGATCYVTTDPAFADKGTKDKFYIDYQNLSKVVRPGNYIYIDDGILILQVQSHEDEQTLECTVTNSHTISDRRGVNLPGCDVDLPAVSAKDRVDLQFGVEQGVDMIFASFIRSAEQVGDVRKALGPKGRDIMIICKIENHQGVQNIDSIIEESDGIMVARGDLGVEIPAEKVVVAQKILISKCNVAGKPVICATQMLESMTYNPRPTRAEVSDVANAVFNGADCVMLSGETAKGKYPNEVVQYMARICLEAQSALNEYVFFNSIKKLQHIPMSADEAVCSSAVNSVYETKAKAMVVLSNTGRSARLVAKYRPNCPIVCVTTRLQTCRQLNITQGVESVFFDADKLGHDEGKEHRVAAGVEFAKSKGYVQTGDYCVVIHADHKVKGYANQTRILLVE
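In 50 mM imidazole pH 7.2 with 7 mM MgCl2, LmPK (0.1 nM) turned over PEP (0.5 mM) and ADP (0.1 mM) for 1 h at room temperature. Luciferase read-out of ATP.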
AmpC inh detg: inhibitors of E. coli AmpC beta-lactamase with detergent; AmpC hydrolysis of nitrocefin, absorbance 480 nm, 0.01% Triton; Potency, µM (series often up to 114 µM), inactives show at the highest dose activity change, negative = inhibition, actives largely listed as inhibitors; hit rate 0.041% among 370,000; AID 485294;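 further: potency means the concentration at half of the fitted maximal effect; 0% = no-compound wells and -100% = no-enzyme wells; nearly all actives have a fitted effect of over 25% in size; some results filed as inactive show a strong effect at the top dose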
Target sequence (P00811 whole entry, looked up): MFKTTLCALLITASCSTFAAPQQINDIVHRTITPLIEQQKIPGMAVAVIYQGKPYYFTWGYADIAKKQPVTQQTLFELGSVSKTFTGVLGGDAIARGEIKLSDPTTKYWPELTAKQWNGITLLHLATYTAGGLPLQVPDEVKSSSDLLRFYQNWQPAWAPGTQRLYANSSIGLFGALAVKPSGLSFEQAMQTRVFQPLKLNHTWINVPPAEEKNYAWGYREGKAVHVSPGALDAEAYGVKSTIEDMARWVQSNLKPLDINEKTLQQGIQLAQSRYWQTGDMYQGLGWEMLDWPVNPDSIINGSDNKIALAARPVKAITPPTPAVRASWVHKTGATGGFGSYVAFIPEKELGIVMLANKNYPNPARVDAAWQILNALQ
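20 mM phosphate pH 7.0 + 0.01% (detergent screen) or 0.0001% Triton X-100; 5.3 nM AmpC reagent; cpd preinc 15 min RT; nitrocefin (800 uM stock) to start; A480 q20 s × 4 min; Activity was normalised to no-enzyme and no-compound control wells.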
AmpC no deterg: inhibitors of E. coli AmpC beta-lactamase without detergent; P00811; AmpC nitrocefin hydrolysis, absorbance 480 nm, 0.0001% Triton; Potency, µM (titrated, usually from 57.1 µM), for inactives: top-dose activity change, negative = inhibition, hits mostly inhibitors; hit rate 0.52% among 330,000;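 further: potency means the concentration at half of the fitted maximal effect; plate controls were no compound for no effect and no enzyme for full effect; nearly all actives have a fitted effect of over 20% in size; some results filed as inactive show a strong effect at the top dose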
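20 mM phosphate pH 7.0 + 0.01% (detergent screen) or 0.0001% Triton X-100; 5.3 nM AmpC reagent; cpd preinc 15 min RT; nitrocefin (800 uM stock) to start; A480 q20 s × 4 min; Activity was normalised to no-enzyme and no-compound control wells.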
Sm TGR inh: S. mansoni TGR enzyme inhibition; Q962Y6; purified TGR, DTNB reduction, TNB absorbance 405 nm; Potency, µM (highest dose often 114 µM), inactives show at the top dose activity change, negative = inhibition, usual class: inhibitors; hit rate 3% among 360,000; AID 485364; further: potency means the concentration at half of the fitted maximal effect; nearly all actives have a fitted effect of over 60% in size
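TGR 20 nM + NADPH 100 uM (dispensed conc.), cpd preinc 15 min RT; start with NADPH (500 uM addition) then DTNB (15 mM addition). Kinetic TNB absorbance, 405 nm filter. Four-parameter Hill fit across titration.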
HCMV inh: human cytomegalovirus inhibition; hit rate 4.5% among 410,000; activity change, negative = inhibition, % at 57.5 µM; AID 1259415; HFF cells, HCMV-luciferase reporter, 72 h; hits give low values; in the data active means activity change below about -60%; inconclusive means no clear call, values can overlap the other calls; inactive means above about -39%
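Screen run at 2 compound doses on HFFs infected with reporter HCMV, MOI 1 PFU/cell. Luciferase activity from cell lysates at 72 h post infection gave inhibition relative to buffer-only and Salinomycin wells.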
An asterisk follows results filed as active; ? = inconclusive; . = not tested or not shown; [ ] = dose if it differs, or a comment. Unless noted, the call rests on the fitted dose curve; in most records, active means well fitted curve in the direction sought with a large enough effect; inconclusive means small, poorly fitted or top-dose-only effect, or another doubt; inactive means no such curve, though single readings can be large; an effect the other way counts as inactive or inconclusive. Unless noted, on the % scale 0 is the no-effect control and ±100 the full control effect. The order is random; any-hit rate near 7.4%.

Each structure is followed by: AMA1 RON2 block | TbPYK inhibitor | LmPK inh | AmpC inh detg | AmpC no deterg | Sm TGR inh | HCMV inh
COc1ccc(OCCn2c(C3CC(=O)N(c4ccc(F)cc4)C3)nc3ccccc32)cc1 (stereo not given)
    . | -5% | . | -3% | . | -17% | 26
CN1CCN(S(=O)(=O)c2cccc(C(=O)Nc3sc4c(c3C(N)=O)CCCC4)c2)CC1
    13% | -26% | 6% | -13% | 26% | 0% | -35
COc1ccc(CC(N)c2csc(Nc3ccccn3)n2)cc1 (stereo not given)
    28% | -4% | . | . | . | . | 32
COc1ccc(Cl)cc1NC(=O)c1cc2c(s1)-c1ccccc1OC2
    . | 1% | . | 30%[activator] | . | 6% | -13
CCN(CC)CCNC(=O)c1cccc(NC(=O)C(=O)c2cc(Br)ccc2NC(C)=O)c1
    9% | -1% | 0% | -15% | 29% | -5% | -34
C=CCc1c(C)nc(-c2ccccc2)nc1Nc1ccc(O)cc1
    -18% | 6% | 3% | ? | -47% | -19% | -29
COc1ccc(CCn2c(N)c(C#N)c3nc4ccccc4nc32)cc1OC
    47%[activator] | 2% | 1% | 0% | 47% | 43%[activator] | -18
CC12CCCc3c(O)cc(=O)n(c31)-c1ccccc12 (stereo not given)
    -3% | -6% | 0% | -2% | -16% | 9% | -33
Cc1ccc(NC(=O)CCN2CCc3ccccc3C2)cc1
    17% | -19% | 5% | -4% | -15% | -16% | 8
CCCS(=O)(=O)N1CCN(C(=O)c2cccc(OC)c2)CC1
    -3% | -7% | -4% | -26% | -2% | 5% | -11
CN(c1ccccc1)S(=O)(=O)c1ccccc1Br
    -2% | 0% | . | -8% | -17% | 0% | -81*
CCN(c1ccc(C)cc1C)S(=O)(=O)c1nnc(NC(=O)c2ccco2)s1
    14% | -1% | -10% | -14% | -45% | 50µM* | -25
CS(=O)(=O)N1CCN(C(=O)c2csc3ccccc23)CC1
    -11% | -2% | -2% | -1% | -9% | -1% | -18
CCOC(=O)c1cc(-c2ccc(N3CCOCC3)cc2)nn1-c1ccccc1
    -21% | -4% | -1% | 2% | 64%[activator] | 9% | 13
C/C(N)=C(/C#N)C(=O)CSc1nc2scc(-c3ccccc3)c2c(=O)n1C
    -5% | -3% | 4% | ? | -22%[11.4 µM] | -4% | 9
CC(C)c1ccc(NC(=O)c2cccc(NC3=NC4CS(=O)(=O)CC4S3)c2)cc1 (stereo not given)
    56%[activator] | -2% | -4% | -9% | -26% | 3% | 17
O=C(O)/C(=C/c1cccnc1)NC(=O)c1ccccc1
    15% | 2% | -1% | -14% | -12% | -13% | 7
O=C1OC(c2ccc(Cl)cc2)=C/C1=C/c1cccnc1
    -7% | 1% | 7% | -9% | 42% | -5% | 15
COc1ccc2c(c1)n([O-])c1c([n+]2=O)CCC1
    -4% | 5% | 0% | ? | -22% | 40µM* | .
O=C(c1ccc(Br)cc1)N1CCCC(c2nc(-c3cccs3)no2)C1 (stereo not given)
    -2% | 1% | 6% | 7% | 39% | 0% | -4
Cc1nnc(SCC(=O)Nc2ccc(O)cc2)c2ccccc12
    4% | -2% | 1% | -7% | -19% | -26% | ?
CNC(=S)NNC(=O)c1sccc1OCc1cccc(C(F)(F)F)c1
    69%[activator] | -29% | 2% | -4% | -18% | 3% | 39
C#CCOCCOCCOCCNc1nc(N2CCN(C(=O)[C@H]([C@@H](C)CC)n3cc([C@@H](N)CO)nn3)CC2)nc(N2CCN(C(=O)[C@H]([C@@H](C)CC)n3cc([C@@H](N)CO)nn3)CC2)n1
    . | . | 1% | -7% | 217%[activator] | 0% | .
COC(=O)[C@@H]1C[C@@]2(O)[C@H](O)[C@H](O)[C@H](O)C[C@H]2N1Cc1cc(F)ccc1F
    26% | -1% | 0% | 2% | -3% | -5% | 4
Cc1cc(C)c(NC(=S)N2CCCC2C(=O)O)c(C)c1 (stereo not given)
    -7% | -21% | -5% | -10% | -20% | -1% | -15
Cc1ccc([C@@H]2[C@@H]3C(=O)N(c4ccccc4)C(=O)[C@@H]3[C@]3(C)C(=O)N(Cc4ccc(-c5ccccc5)cc4)CC(=O)N23)o1
    -4% | -13% | -7% | -25% | 206%[activator] | ? | 31
COc1ccc(CNC(=O)c2cc3cc(S(=O)(=O)N4CCCCC4)ccc3n2C)c(OC)c1
    . | -10% | . | 3% | . | 6% | 9
Fc1cc2[nH]c(=S)[nH]c2cc1Cl
    90%[activator] | -16% | -1% | 8% | -33% | 6% | 4
CCn1c(SCC(=O)c2ccccc2)nc2ccccc2c1=O
    -1% | -24% | 8% | -3% | -18% | -21% | -40
CCOc1ccc(C(c2c(NC(=O)c3ccco3)sc(C)c2C)N2CCOCC2)cc1 (stereo not given)
    9% | -1% | . | -9% | 25% | -29% | -5
COc1ccccc1C(=O)NNC(=O)C1CCCO1 (stereo not given)
    -16% | 1% | 0% | 2% | -13% | 2% | -5
Cc1cc(C(=O)N/N=C2\CC(=O)c3ccccc32)c(C)n1-c1ccc(F)cc1
    86%[activator] | -1% | -14% | -2% | -34% | 35µM* | -5
COc1ccc(C(=O)COC(=O)CCC(=O)c2cccs2)cc1
    14% | -6% | -5% | 4% | -22% | -13% | 61
Cc1ccc(C(=O)N2CCc3cc(CNC(=O)CCc4ccccc4)ccc32)cc1
    . | 3% | . | -9% | . | 0% | -10
O=C(c1ccc2c(c1)N(Cc1ccccc1F)C(=O)c1ccccc1S2=O)N1CCOCC1 (stereo not given)
    . | -8% | . | -11% | . | -6% | 18
C=CCOc1cccc(C2C(C(=O)c3ccc(C)o3)=C(O)C(=O)N2Cc2ccncc2)c1 (stereo not given)
    -12% | -27% | 6% | -11% | -14% | ? | -15
O=C(COc1ccc(Br)cc1)NN1C(=O)c2ccccc2C1=O
    16% | 3% | . | . | . | . | 54
CCn1c(SCC(=O)Nc2ccc(N(C)C)cc2)nnc1-c1cccc(C)c1
    -3% | -10% | -6% | -10% | 3% | 0% | -18
C#CCN(C[C@H]1[C@H](OC(=O)NC2CCCC2)[C@H](OC(=O)NC2CCCC2)C[C@@H](C(=O)OC)[C@H]1C(=O)OC)S(=O)(=O)c1ccc(C)cc1
    -1% | -5% | . | . | . | . | 5
Cc1cccc(C)c1OCc1nnc(SCC(=O)Nc2nccs2)o1
    57%[activator] | -1% | 3% | ? | -27% | 0% | -16
CCCC(c1nnnn1Cc1cccs1)N1CCN(C)CC1 (stereo not given)
    14% | -3% | 1% | -7% | 0% | . | -33
CC(=O)c1cccc(NC(=O)CN2C(=S)NC(C)(C)CC2C)c1 (stereo not given)
    4% | 3% | -1% | 0% | -22% | -3% | 24
N#Cc1cccc(NC(=O)CNc2cccc(S(=O)(=O)N3CCCCC3)c2)c1
    -10% | -5% | . | -14% | -38% | -2% | ?
O=C(Cn1ncc2c3ccccc3n(Cc3ccccc3)c2c1=O)NCCCN1CCCCC1
    . | 0% | . | 20% | . | 9% | -30
CCn1cc(C(=O)O)c(=O)c2cc3c(cc21)OCO3
    . | 3% | -1% | -1% | -15% | -2% | .
Cc1ccccc1NC(=O)COC(=O)c1ccc(C)c(S(=O)(=O)N2CCCCC2)c1
    4% | -2% | . | . | . | . | 13
CCOc1ccc(CCNC(=O)CCS(=O)(=O)c2ccc(Br)cc2)cc1OCC
    16% | -11% | -2% | 0% | 25% | -1% | -28
COc1ccccc1C1CC(c2ccccc2)Nc2ncnn21 (stereo not given)
    -8% | 0% | -1% | -16% | 11% | -4% | -28
COc1ccc(C(C)=O)cc1CSc1nnc(-c2ccccc2O)n1-c1ccccc1
    24% | 4% | 7% | -2% | 1% | 6% | 40
Cc1cc2c(C)nc3ccccc3c2o1
    2% | 1% | -3% | 4% | -15% | 0% | -22
CCN1CCN(c2oc(/C=C/c3ccccc3)nc2C#N)CC1
    -8% | -4% | 1% | -4% | 96%[activator] | -2% | 21
O=C(NCc1ccco1)C1CCCN1C(=O)NCc1ccccc1 (stereo not given)
    -18% | 2% | 0% | -3% | -1% | -1% | -26
O=C(C1CCCO1)N1CCC2(CC1)OCCO2 (stereo not given)
    18% | 6% | -7% | 4% | -5% | 4% | -5
Cc1c(C(=O)N2CCN(Cc3ccc4c(c3)OCO4)CC2)sc2ncnc(N3CCN(c4ccccc4F)CC3)c12
    -4% | 11% | -7% | -2% | 142%[activator] | -5% | -76*
CCn1c(=O)n(CC)c2cc(N3CCCC3)c(NC(=O)c3cccc(C)c3)cc21
    -6% | -10% | 5% | -1% | 27% | ? | 0
O=C1OCCC1=COCCOC=C1CCOC1=O
    -1% | 0% | . | . | . | . | -1
COc1ccc(CN2CCN(C(=O)COc3ccccc3)CC2)c(OC)c1
    . | -23% | . | -3% | . | 17% | -26
O=C(NCc1cccc(Cl)c1)c1cc2c(s1)-c1ccccc1OC2
    . | 5% | . | 15% | . | 2% | -33
CN(C)/C(=N\S(=O)(=O)c1ccccc1)c1ccc(Cl)cc1
    -16% | 1% | -4% | 5% | -9% | 0% | .
C=CCN(CC=C)C(=O)c1cccc(S(=O)(=O)N2c3ccccc3CC2C)c1 (stereo not given)
    4% | 5% | 6% | 0% | 58% | 6% | -37

Continuation.
Each structure is followed by: AMA1 RON2 block | TbPYK inhibitor | LmPK inh | AmpC inh detg | AmpC no deterg | Sm TGR inh | HCMV inh
COc1ccccc1N1CCN(C(=O)c2ccc3[nH]c(C)c(C)c3c2)CC1
    -17% | 0% | 7% | 0% | 59% | 3% | -16
Cc1[nH]ccc2cc3nc4ccccc4c3cc12
    11% | -2% | . | . | . | . | -72*
CCn1c(=O)c2sccc2n2c(CCCC(=O)Nc3ccc(C)cc3)nnc12
    . | 7% | . | 13% | . | 1% | -27
CCC(C(=O)NC1CC1)n1nc(C)c2c(C)n(-c3ccccc3)nc2c1=O (stereo not given)
    15% | 5% | -7% | 3% | -13% | 20% | -7
CC/C(=N\Nc1ccccc1)c1c(O)[nH]c(=O)[nH]c1=O
    -2% | -2% | 4% | 4% | -31% | 5% | 14
CCCc1cc(=O)[nH]c(SCC(=O)NCc2ccc3c(c2)OCO3)n1
    -4% | 1% | 0% | 4% | -12% | 1% | -14

Compound profiles, from the list above. Screens in order: AMA1 RON2 block	TbPYK inhibitor	LmPK inh	AmpC inh detg	AmpC no deterg	Sm TGR inh	HCMV inh
CCn1c(=O)c2sccc2n2c(CCCC(=O)Nc3ccc(C)cc3)nnc12 across the screens: .	7%	.	13%	.	1%	-27
Cc1[nH]ccc2cc3nc4ccccc4c3cc12 across the screens: 11%	-2%	.	.	.	.	-72*
